EBNA-1 inh – blocks EBNA-1 binding to DNA; AID 1950; 0.34% of 300,000 active; EBNA-1 DNA binding, fluorescence polarization; inhibition, % at 14.8 µM; in the data active = inhibition above about 28%
ZTA DNA inh – ZTA (EBV) inhibition in EBNA-1 counter-screen | P03206 | ZTA-DNA binding, fluorescence polarization | inhibition, % at 11 µM | 0.15% of 320,000 active | AID 2234; in the data active = inhibition above about 33%
Target sequence (P03206 whole entry, looked up): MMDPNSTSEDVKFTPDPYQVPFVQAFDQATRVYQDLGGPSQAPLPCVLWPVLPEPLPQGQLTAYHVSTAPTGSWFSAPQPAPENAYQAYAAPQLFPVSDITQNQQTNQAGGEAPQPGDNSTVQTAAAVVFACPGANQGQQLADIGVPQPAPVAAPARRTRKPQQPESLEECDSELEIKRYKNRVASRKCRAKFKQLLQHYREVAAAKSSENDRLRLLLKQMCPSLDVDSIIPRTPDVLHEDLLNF
PP1 counter – blocks human PP1-alpha phosphatase, a PP5 counter-screen; AID 2235; inhibition, % at 6.7 µM; purified PP1alpha, OMFP fluorescence; P62136; 0.9% of 320,000 active;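 active = inhibition above the mean inhibition of all tested compounds plus 3 SD, computed separately for each screening campaign, cut at about 15% in these data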
Target sequence (P62136 whole entry, looked up): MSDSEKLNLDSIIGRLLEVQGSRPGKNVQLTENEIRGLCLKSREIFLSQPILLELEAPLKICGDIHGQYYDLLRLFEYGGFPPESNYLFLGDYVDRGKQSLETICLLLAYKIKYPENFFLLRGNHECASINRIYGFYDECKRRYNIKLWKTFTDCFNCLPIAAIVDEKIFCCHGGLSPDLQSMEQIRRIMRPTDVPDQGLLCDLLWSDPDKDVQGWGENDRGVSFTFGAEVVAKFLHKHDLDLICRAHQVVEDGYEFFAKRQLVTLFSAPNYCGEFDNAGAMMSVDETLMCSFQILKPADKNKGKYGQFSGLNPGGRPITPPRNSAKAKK
Efflux pump mplx – blocks antifungal efflux pumps in multiplex yeast assay | S. cerevisiae Candida pump triplex, Nile Red efflux | inhibition, % at 10 µM | 0.44% of 330,000 active | AID 485275;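 active = plate passing quality check with inhibition over a set limit, or well fluorescence over plate mean plus 4 SD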;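 note: Nile Red retained in pooled yeast measured as flow cytometry median fluorescence; 0% = buffer negative control and 100% = Enniatin B positive control; higher means more Nile Red kept so more efflux inhibition; some compounds called inactive have numbers as strong as hits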
Fh CTSL1 inh – blocks F. hepatica cathepsin L1 in PFM18AAP counter-screen | AID 1906 | 0.49% of 300,000 active | inhibition, % at 5.96 µM | recombinant F. hepatica cathepsin L1, Z-Leu-Arg-MCA fluorescence;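 active = inhibition above the mean of all tested compounds plus 3 SD, set per screening campaign, cut at about 17% in these data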;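 note: 0% = plate median of test compound wells and 100% = 1 µM Z-Phe-Ala-diazomethylketone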
TPT1 inhibitor – C. albicans TPT1 enzyme inhibition; recombinant caTPT1, FP RNA substrate dephosphorylation; AID 1962; inhibition, % at 5 µM; 0.81% of 300,000 active;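 active = inhibition above the mean of all tested compounds plus 3 SD, set per screening campaign, cut at about 24% in these data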;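 note: plate controls were DMSO alone for no effect and ferristatin control at 100 nM for full effect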
PP5 inh – PP5 (human) phosphatase inhibition; P53041; 0.18% of 320,000 active; purified PP5c, OMFP substrate fluorescence; inhibition, % at 6.7 µM;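 active = inhibition above the campaign's mean inhibition across all tested compounds plus 3 SD, cut at about 9.5% in these data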;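 note: 0% = DMSO only and 100% = 100 µM cantharidin control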
Target sequence (P53041 whole entry, looked up): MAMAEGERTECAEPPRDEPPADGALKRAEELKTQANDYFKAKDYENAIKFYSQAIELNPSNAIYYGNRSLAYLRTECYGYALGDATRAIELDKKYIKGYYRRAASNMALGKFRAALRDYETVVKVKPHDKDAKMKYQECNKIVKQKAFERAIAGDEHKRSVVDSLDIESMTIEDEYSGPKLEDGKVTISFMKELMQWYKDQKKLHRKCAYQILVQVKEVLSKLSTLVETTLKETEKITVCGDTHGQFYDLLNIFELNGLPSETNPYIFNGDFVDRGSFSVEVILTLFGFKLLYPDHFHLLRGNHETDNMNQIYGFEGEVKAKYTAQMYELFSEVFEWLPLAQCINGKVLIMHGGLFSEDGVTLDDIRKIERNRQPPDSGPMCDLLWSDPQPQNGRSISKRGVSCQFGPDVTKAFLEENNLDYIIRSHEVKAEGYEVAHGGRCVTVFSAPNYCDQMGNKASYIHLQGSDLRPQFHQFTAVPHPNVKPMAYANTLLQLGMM
core dimer inh – HCV core protein dimerization inhibition | TR-FRET GST/Flag-core106 dimerization, 1536-well | inhibition, % at 5 µM | 0.33% of 300,000 active;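 active = inhibition above the mean of all tested compounds plus 3 SD, set per screening campaign, cut at about 45% in these data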
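Assay system – GST-tagged and Flag-tagged HCV core protein residues 1-106 · Quantity – core106 proteins, GST 13.5 nM and Flag 17 nM · Benchmarks – unlabelled core106 and no-GST-core106 wells · Read-out basis – percent inhibition of core106 dimerization signal · Detection – time-resolved FRET, ex 340 nm, em 617 and 671 nm · Schedule – 4 h at 22.5 °C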
PREPL inhibitor – inhibits the human prolyl oligopeptidase-like enzyme. 0.68% of 320,000 active. Q4J6C6. recombinant PREPL, fluorescence polarization activity-based probe. inhibition, % at 5.96 µM; in the data active = inhibition above about 43%;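 note: 0% = enzyme with DMSO and 100% = wells lacking enzyme; many of its hits are not listed in these tables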
* hit, by the source's call; nt = no result given. The list is partial, so the mix of outcomes need not match the whole.

SMILES	EBNA-1 inh	ZTA DNA inh	PP1 counter	Efflux pump mplx	Fh CTSL1 inh	TPT1 inhibitor	PP5 inh	core dimer inh	PREPL inhibitor
Cc1cc(=O)oc2cc(NC(=O)c3ccccc3Cl)ccc12	-13.7	3.5	-0.8	0.3	3.2	-16.8	2.1	6.6	26.4
COc1ccc(S(=O)(=O)N2CCC(C(=O)NCCc3ccccc3)CC2)cc1	-14.7	-11.9	-9.9	-0.1	12.2	-1.5	-5.5	-9.8	-4.3
COCCN1C(=O)N[C@@H](c2cccc(F)c2)C(C(C)=O)=C1C	6.1	-8.0	1.5	0.0	-0.3	0.2	2.2	-1.6	-4.3
O=C(N/N=C1\C/C(=N\NC(=O)c2ccncc2)c2ccccc21)c1ccncc1	-13.5	-18.9	5.7	-0.1	42.5*	-1.6	5.4	3.2	46.1*
O=C(O)C1=C[C@H](c2ccc(Br)cc2)C[C@H](OCCCCO)O1	7.1	-5.0	4.4	-0.3	-4.3	-3.2	1.3	-0.4	-0.8
Cc1ccc(C(=O)NCCc2nnc3ccc(SCC(=O)N4CCCC4)nn23)cc1	3.5	-5.8	-1.1	0.0	-0.5	1.7	-1.2	-8.8	1.8
C=C(C)c1cccc(C(C)(C)NC(=O)N2CCN(CC(N)=O)CC2)c1	2.8	20.0	-0.2	-0.1	-0.9	-4.0	0.7	0.7	-7.5
Cc1cc(Cl)ccc1OCCCC(=O)Nc1ccc(S(=O)(=O)Nc2ncccn2)cc1	-1.4	-0.7	-1.0	-0.2	-3.3	-1.8	0.3	22.5	-17.0
CN=c1scc(-c2cc(OC)ccc2OC)n1/N=C/c1c(C)[nH]c2ccccc12	1.6	-11.8	-1.9	0.4	-4.9	62.6*	5.5	-25.2	11.5
COc1ccc2c(-c3ccccc3)cc(=O)[nH]c2c1	23.3	-2.3	0.4	0.0	3.1	-1.8	2.7	-3.8	8.1
CC(=O)c1cccc(CN2CCC(CO)(Cc3ccccc3)CC2)c1	2.4	-16.8	-1.3	-0.4	2.1	-1.0	2.4	-0.8	-2.5
Cn1c(SCc2c(F)cccc2Cl)nc2c(c1=O)SCC2	3.1	14.0	3.6	0.0	5.7	-0.8	2.4	1.8	20.4
O=C(O)c1ccccc1Sc1ncnc2sc3c(c12)CCC3	6.1	12.7	7.0	0.0	1.2	0.3	-1.9	3.0	4.8
CCC(CC)NC(=O)Cn1c(C(C)NC(C)=O)nc2ccccc21 (centres undefined)	-11.6	6.6	-12.0	0.1	-1.7	0.7	3.4	0.4	-4.5
N#Cc1cc2sc3nnc(-c4ccncc4)n3c2cc1C#N	-2.1	-18.6	0.1	0.0	1.0	-1.2	1.6	12.1	-6.5
O=[N+]([O-])c1ccccc1NC1CCN(Cc2ccccc2)CC1	-13.7	-8.0	-4.0	0.1	0.8	-1.7	1.3	2.4	-26.6
Cc1nc(-c2ccc(S(=O)(=O)N3CCCN(CCc4ccccc4)CC3)s2)cs1	6.2	2.4	-0.5	0.0	0.8	-2.8	0.1	-2.2	-15.6
Cc1ccc(-n2c(=O)[nH]cc(C(=O)Nc3ccc4c(c3)OCCO4)c2=O)cc1C	8.3	0.6	0.5	0.0	-0.7	-1.3	3.4	-6.5	10.4
Cn1c(C(=O)c2ccccc2[N+](=O)[O-])nc2ccccc21	-24.1	-6.5	3.0	0.0	-0.4	-5.0	-1.8	-0.1	16.2
CCOc1cc(CNc2ccc(S(N)(=O)=O)cc2)ccc1OCC(=O)NC(C)(C)C	5.5	-0.4	-2.4	-0.1	-0.6	-2.3	2.2	1.5	3.2
CCN(CC)CCOC(=O)c1c(C)oc2ccc(O)cc12	1.7	7.9	-1.4	-0.2	-1.9	-5.3	-1.4	-45.3	10.3
COc1ccccc1C(=O)C1CCCN(C(=O)c2ccco2)C1 (centres undefined)	-6.4	-7.9	-0.8	0.0	-2.9	-3.9	0.3	-1.8	7.0
COc1ccccc1C(=O)NCCC(=O)N1CCCCCCC1	8.4	6.5	-1.6	0.0	-0.1	1.6	-2.8	0.9	-0.3
N#Cc1ccc(C(=O)OCC(=O)N2CCOCC2)cc1	8.0	-11.0	-7.2	0.1	-3.4	0.0	3.2	-19.2	10.7
COc1ccccc1CNC(=O)c1ccc(NS(C)(=O)=O)cc1	0.0	6.7	-0.6	0.1	0.2	3.4	2.0	1.8	-4.8
O=C(CCc1ccccc1)Nc1ccc(N2CCOCC2)c(Cl)c1	-6.2	-4.3	-2.1	-0.1	0.3	-0.5	3.4	1.7	18.0
Cc1ccc(OCC(=O)Nc2ccc3c(c2)OCO3)c(C)c1	1.8	4.5	-1.0	0.1	-1.4	-1.9	1.3	-2.7	4.8
CC(C)OC(=O)c1cccc(C(=O)Nc2cccc(NC(=O)c3cccc(C(=O)OC(C)C)n3)n2)n1	-5.2	-10.5	0.8	0.3	-0.5	1.4	0.8	-2.4	8.3
COc1ccc(N2CCN(c3ccc(Cl)nn3)CC2)cc1	-9.8	-5.9	-4.4	0.1	-3.2	-1.6	-1.0	1.9	13.3
COc1cccc(NC(=O)CCc2nc(-c3ccccc3F)no2)c1	-14.1	-4.9	-5.0	0.1	-1.0	0.7	2.4	0.3	9.8
CCOC(=O)c1c(NC(=O)C(C)Sc2nnc(C)c(=O)[nH]2)sc2c1CCCC2 (centres undefined)	7.0	-13.2	3.5	-0.2	-2.8	-1.3	2.9	-1.7	-0.1
COc1ccc(NC(=O)CN(CC(=O)Nc2ccc(OC)cc2)C(C)(C)CO)cc1	-0.7	2.3	3.1	-0.1	2.2	-4.7	0.3	-0.4	-5.8
N/C(CCS(=O)(=O)c1ccc(Cl)cc1)=N\OC(=O)c1ccccc1C(F)(F)F	-8.5	2.2	1.8	0.1	18.6*	1.1	3.5	1.4	7.4
O=C(COc1ccc(S(=O)(=O)N2CCCC2)cc1Cl)NCc1ccccn1	3.1	-3.8	-0.1	0.5	2.0	1.8	1.8	1.4	5.7
CCNC(=O)CCSc1nc(C)cc(C)n1	4.2	0.9	-2.2	-0.6	-0.3	-1.0	-1.3	-2.0	17.1
c1ccc(Cc2noc(CN3CCCC(CN4CCOCC4)C3)n2)cc1 (centres undefined)	8.7	2.7	-2.0	0.0	-0.2	-1.8	-0.5	-3.3	1.0
COc1c2occc2c(OC)c2c(=O)cc(C(F)(F)C(F)(F)F)oc12	16.1	5.5	-2.4	0.0	3.4	0.1	1.8	-6.3	10.3
COc1ccc(C(=O)Nc2ccccc2C(=O)NCc2cccnc2)cc1	8.1	11.9	-0.2	0.2	-0.4	-2.6	-1.0	-7.9	5.9
O=[N+]([O-])c1cc(C(F)(F)F)ccc1N1CCN(S(=O)(=O)c2ccc3c(c2)CCCC3)CC1	13.7	11.4	-2.1	-0.2	3.5	-0.8	4.9	14.7	-0.3
CCC(C)(C)NC(=O)C(OC(=O)c1ccco1)c1ccc(OC)cc1 (centres undefined)	3.0	-3.3	0.9	0.1	-34.6	5.8	1.7	1.6	5.2
CCOC(=O)N1CCN(C(=O)CSc2ccc3nnc(-c4ccccn4)n3n2)CC1	2.4	4.4	6.4	-0.1	1.1	-0.9	-0.3	-1.1	2.5
Cc1ccc(S(=O)(=O)Nn2cnnc2)cc1	6.4	8.3	-5.1	-0.1	0.7	-3.2	0.3	0.0	-10.5
O=C(NCN1C(=O)C2C3C=CC(C3)C2C1=O)Nc1cccnc1 (centres undefined)	15.7	24.8	-3.2	0.0	3.6	-1.0	-2.6	-4.0	-3.2
Nc1ncnc(N2CCc3ccccc32)c1[N+](=O)[O-]	-3.1	-1.6	-2.9	0.1	-0.9	1.5	1.2	-0.8	16.1
O=C(NC1CCCCC1)Oc1ccccc1	13.8	-2.5	-4.0	-0.1	-5.7	-1.1	0.9	4.2	4.3
Cc1nn2c(C(F)(F)F)c3c(nc2c1-c1ccccc1)CCC3	-8.2	2.4	-0.8	0.1	1.6	-3.0	3.7	-5.5	5.4
COCCCn1c(SCC(=O)OC2CCCCC2)nnc1-c1cccs1	1.4	0.3	2.3	1.3*	-1.9	0.1	1.8	1.5	11.8
Nc1nc2n(n1)C(c1ccco1)CC(c1ccc(Cl)cc1)N2 (centres undefined)	-2.9	-9.3	1.9	0.5	-2.0	-1.6	2.8	-1.9	38.9
CCOc1cccc(SCc2noc(C(=O)NC(C)C)c2C(=O)O)c1	29.7*	-7.1	-0.8	0.1	-3.8	7.5	1.6	7.6	-1.2
CC1CCCN(CCCOc2ccc(Cl)cc2Br)C1 (centres undefined)	-2.5	-2.3	-2.9	0.5	2.0	-3.9	1.2	-5.5	12.6

Single records, as listed above. Screens in order: EBNA-1 inh	ZTA DNA inh	PP1 counter	Efflux pump mplx	Fh CTSL1 inh	TPT1 inhibitor	PP5 inh	core dimer inh	PREPL inhibitor
O=C(NCN1C(=O)C2C3C=CC(C3)C2C1=O)Nc1cccnc1 (centres undefined) in the list: 15.7	24.8	-3.2	0.0	3.6	-1.0	-2.6	-4.0	-3.2
CCOc1cccc(SCc2noc(C(=O)NC(C)C)c2C(=O)O)c1 in the list: 29.7*	-7.1	-0.8	0.1	-3.8	7.5	1.6	7.6	-1.2

Efflux pump mplx: what is marked active above
molecule	EBNA-1 inh	Efflux pump mplx	TPT1 inhibitor	PP5 inh	core dimer inh	PREPL inhibitor
COCCCn1c(SCC(=O)OC2CCCCC2)nnc1-c1cccs1	1.4	1.3*	0.1	1.8	1.5	11.8

Next section.
SMILES	EBNA-1 inh	ZTA DNA inh	PP1 counter	Efflux pump mplx	Fh CTSL1 inh	TPT1 inhibitor	PP5 inh	core dimer inh	PREPL inhibitor
CC(C)(C)n1nnnc1CN1CCN(C2CCCC2)CC1	9.3	3.8	-1.5	-0.1	-2.6	-6.3	3.3	-4.7	-0.3
CCCn1c(SCC(=O)c2ccc3c(c2)NC(=O)CO3)nc2ccccc21	20.0	3.1	3.1	0.2	2.3	-0.6	4.0	-4.3	-5.9
CC(C)OC(=O)CN1C(=O)C(C)(C)Oc2ccc(C(=O)NC3CC3)cc21	11.2	8.2	5.8	0.0	-3.7	-1.2	1.9	-1.6	3.1
Cc1ccc(NC(=O)c2sccc2C)cc1S(=O)(=O)N(C)C	6.2	-1.2	-1.5	0.0	0.6	2.8	-0.8	4.7	-0.6
CCC(CC)c1nnc(NC(=O)c2cccc(S(=O)(=O)N3CCc4ccccc43)c2)s1	4.6	-4.1	-0.8	-0.1	2.8	-0.3	1.6	17.5	6.2
O=C1NC2C(NC(=O)N2C2CCCCC2)N1C1CCCCC1 (centres undefined)	-7.2	11.5	-1.0	0.0	1.4	-1.6	2.8	0.6	-4.3
CC(C)(C)OC(=O)N[C@H](Cc1ccccc1)C(=O)N1CCC[C@@H]1C(=O)O	5.2	14.2	-3.4	0.1	-0.9	2.4	-2.9	2.7	14.7
COC(=O)CCCC(=O)N1CCC(CCC(=O)NCc2ccc(F)cc2)CC1	2.9	6.0	-5.5	0.0	1.8	-1.6	0.0	2.0	3.9
CS(=O)(=O)Nc1cccc(C2=NN(C(=O)CCCC(=O)O)C(c3cccs3)C2)c1 (centres undefined)	4.5	10.3	-2.2	0.0	1.6	-0.2	3.5	-3.0	-2.0
COc1cccc(C(=O)OC(C)C(=O)Nc2ccc3c(c2)OCO3)c1 (centres undefined)	nt	-3.1	-1.4	0.0	nt	nt	2.6	nt	17.7
Cc1ccsc1C=C1C(=O)c2ccccc2C1=O	-2.7	0.9	4.7	0.0	0.5	0.2	2.8	-2.2	-6.0
S=c1[nH]nc(-c2cc(-c3ccccc3)n[nH]2)n1/N=C/C=C/c1ccccc1	6.1	20.8	22.8*	0.2	2.7	-0.8	5.2	5.2	-7.5
Cc1cc(NC2C3CC4CC(C3)CC2C4)n2nnnc2n1 (centres undefined)	-2.2	1.0	-1.8	0.0	0.8	-2.3	1.5	-0.2	5.4
CC(C)(C)NC(=O)Cn1ccc(=N)c2ccccc21	4.8	6.4	1.9	-0.1	0.1	1.0	0.7	-3.8	-22.5

High-throughput results deposited in PubChem by several laboratories.
